Compound activity from PubChem BioAssay.
CHOP UPR activ – activators of apoptotic CHOP UPR arm, primary screen, cell-based, CHO-CHOP luciferase reporter, luminescence, uHTS. UPR activation; percent of tunicamycin response over DMSO baseline. activation, % at 10 µM. 330,000 tested, 0.34% active. AID 449763, 2010;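 active means at 10 µM dose, activation of 40% or more, normalized to positive control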;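 further: 100% = tunicamycin at 10 µg/mL and 0% = DMSO alone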
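assay system = CHO CHOP reporter cells | amount = 500 CHO-CHOP cells per well | buffer or medium = F12 with 10% FBS | incubation = 16-18 h cell attachment, then 6 h compound exposure, 37 °C | detection = luminescence read with Steady-Glo | read-out = percent activation relative to tunicamycin control | controls = tunicamycin high control, DMSO low control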
CCR6 antagonist – CCR6 receptor antagonists, primary screen, cell-based, CHO-K1, luminescence, beta-arrestin, uHTS; inhibition, % at 20 µM; C-C chemokine receptor type 6 (Homo sapiens), P51684; 340,000 tested, 0.49% active; CHO-K1 CCR6 PathHunter beta-arrestin, CCL20-stimulated;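 active means compounds whose inhibition of the agonist-driven luminescence signal at 20 µM reaches about 50%, limit read from the data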;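 further: cells stimulated with CCL20 at 14 nM final; plate controls were DMSO with CCL20 for no effect and DMSO without agonist for full effect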
Target sequence (P51684 whole entry, looked up): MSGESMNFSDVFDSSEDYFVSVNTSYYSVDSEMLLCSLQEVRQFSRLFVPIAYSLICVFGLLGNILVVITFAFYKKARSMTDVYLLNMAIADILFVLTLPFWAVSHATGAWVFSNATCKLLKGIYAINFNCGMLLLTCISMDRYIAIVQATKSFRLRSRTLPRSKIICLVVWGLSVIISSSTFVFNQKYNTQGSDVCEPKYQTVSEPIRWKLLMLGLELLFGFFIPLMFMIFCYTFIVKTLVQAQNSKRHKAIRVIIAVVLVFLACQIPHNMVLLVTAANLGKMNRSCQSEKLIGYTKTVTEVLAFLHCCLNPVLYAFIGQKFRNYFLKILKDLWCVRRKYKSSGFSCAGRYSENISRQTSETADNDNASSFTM
tim23-1 inh – growth inhibitors of tim23-1 mutant yeast, primary screen, luminescence, uHTS; S. cerevisiae tim23-1 growth, BacTiter-Glo luminescence, 24 h; inhibition, % at 20 µM; 330,000 tested, 1.3% active;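 active means growth inhibition of the mutant yeast at or above 50%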;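 further: temperature-sensitive mutant grown at 25 °C; plate controls were DMSO-treated mutant yeast for no effect and medium wells lacking yeast for full effect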
APJ antag – antagonists of human apelin receptor APJ, primary screen, CHO-K1 cells, beta-arrestin complementation, luminescence. 330,000 tested, 0.32% active. AID 2521, 2010. inhibition, % at 20 µM. P35414;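 active means inhibition above about 40% at 20 µM, limit read from the data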;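 further: cells challenged with 10 nM apelin-13 agonist together with compound; plate controls were apelin-13 plus DMSO wells for no effect and DMSO wells lacking apelin-13 for full effect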
APJ ag – agonists of human apelin receptor APJ, primary screen, CHO-K1 cells, PathHunter beta-arrestin, luminescence; P35414; 330,000 tested, 0.11% active; 0% DMSO wells, 100% apelin; activation, % at 20 µM;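 active means activation more than six SD over the plate average, tested at 20 µM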;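 further: 0% = DMSO alone and 100% = apelin-13 at 10 nM; some results filed as inactive read as strong as hits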
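Test system – PathHunter CHO-K1 APJ (AGTRL-1) beta-arrestin reporter cells · Input – 1000 cells/well · Compound – single test compound dose, 20 µM final, 1% DMSO · Times – compound stimulation 90 min at 25 °C, detection 60 min · Technique – beta-gal luminescence · Read-out basis – APJ–arrestin association signal · Control set – negative DMSO alone, positive Apelin-13 at 10 nM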
Mdm2-MdmX inh – inhibitors of human Mdm2-MdmX association, primary screen, cell-based, luminescence, split luciferase, SaOS-2, uHTS; Protein Mdm4 (Homo sapiens) + E3 ubiquitin-protein ligase Mdm2 (Homo sapiens), …; AID 485346, 2010; SaOS-2 split-luciferase Mdm2/MdmX complementation; 330,000 tested, 3% active; inhibition, % at 8 µM;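 active means inhibition of at least 50% at 8 µM in the primary screen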
UPR XBP1 act – activators of adaptive XBP1 UPR arm, primary screen, cell-based, CHO-XBP1 luciferase reporter, luminescence, uHTS; 330,000 tested, 0.33% active; AID 463104, 2010; IRE1-XBP1 UPR activation; percent of tunicamycin response, DMSO as zero; activation, % at 20 µM;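 active means versus positive control, 20 µM dose yields 30% or more activation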;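 further: 100% = tunicamycin at 10 µg/mL and 0% = DMSO only wells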
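incubation = overnight seeding at 37 °C, 6 h compound treatment at 37 °C | assay system = CHO-XBP1 cells stably carrying IRE1-XBP1-driven luciferase reporter | input = 1000 cells per well | detection = luciferase luminescence | dosing = single point, 20 µM final compound, 1% DMSO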
EBI2 antag – EBI2 receptor antagonists, beta-arrestin recruitment, primary screen, cell-based, luminescence, 7a,25-OHC stimulation, uHTS; G-protein coupled receptor 183 (Homo sapiens), P32249; 7a,25-OHC stimulated; 360,000 tested, 0.81% active; inhibition, % at 5 µM; in the data active means inhibition above about 38%;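 further: enzyme fragment complementation signal reports receptor beta-arrestin coupling in cells; 0% = agonist plus DMSO wells and 100% = wells without agonist; some results beyond the cut were filed as inactive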
Target sequence (P32249 whole entry, looked up, the tested form may be a part): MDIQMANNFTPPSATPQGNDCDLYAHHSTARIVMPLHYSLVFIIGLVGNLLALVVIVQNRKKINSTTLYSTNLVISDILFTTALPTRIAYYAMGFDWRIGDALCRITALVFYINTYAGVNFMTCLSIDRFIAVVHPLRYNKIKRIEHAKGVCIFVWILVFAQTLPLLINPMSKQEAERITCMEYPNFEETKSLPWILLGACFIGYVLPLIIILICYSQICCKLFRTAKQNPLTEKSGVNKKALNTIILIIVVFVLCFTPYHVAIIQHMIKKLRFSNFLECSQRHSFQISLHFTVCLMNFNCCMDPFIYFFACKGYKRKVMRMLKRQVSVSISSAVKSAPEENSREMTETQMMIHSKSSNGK
CXCR6 block – CXCR6 receptor inhibitors, primary screen, cell-based, beta-arrestin, luminescence, CHO-K1 PathHunter, 1536-well; C-X-C chemokine receptor type 6 (Homo sapiens), O00574; inhibition, % at 20 µM; 360,000 tested, 0.36% active; AID 602244, 2012; in the data active means inhibition above about 34%, passing the limit was not always enough;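 further: antagonist mode with CXCL16 agonist at 10 nM final; 0% = 10 nM CXCL16 with DMSO and 100% = unstimulated wells without agonist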
Starred values were filed as active, the others as inactive; nt = not tested or not shown. These rows are one share of the data; the hit share may differ from the screen's.

The first 2 entries (preview)
mol	CHOP UPR activ	CCR6 antagonist	tim23-1 inh	APJ antag	APJ ag	Mdm2-MdmX inh	UPR XBP1 act	EBI2 antag	CXCR6 block
COc1c(C)cc(C(=O)C2CCCN(C(=O)c3cc4nc(C)cc(C)n4n3)C2)cc1C (configuration not stated)	-0.4	8	19	12	-1	11	1	-2	-4
O=C(NC(=S)NCc1ccc(Cl)cc1)c1ccco1	0.2	17	51*	-11	-2	8	-1	-2	1

Results, from the start:
mol	CHOP UPR activ	CCR6 antagonist	tim23-1 inh	APJ antag	APJ ag	Mdm2-MdmX inh	UPR XBP1 act	EBI2 antag	CXCR6 block
COc1c(C)cc(C(=O)C2CCCN(C(=O)c3cc4nc(C)cc(C)n4n3)C2)cc1C (configuration not stated)	-0.4	8	19	12	-1	11	1	-2	-4
O=C(NC(=S)NCc1ccc(Cl)cc1)c1ccco1	0.2	17	51*	-11	-2	8	-1	-2	1
COC(=O)c1c(NC(=O)Cn2nc(C(F)F)cc2C(F)F)sc(C)c1C	0.2	13	14	-7	4	11	-2	3	-14
COc1cc(CO)ccc1Oc1nnnn1-c1ccc(C(N)=O)cc1	-1.8	-14	24	-9	-4	27	-2	-9	4
Cc1nn(C)c(C)c1S(=O)(=O)N(CC(=O)Nc1ccccn1)c1ccc(C(C)C)cc1	-1.6	13	-3	-78	-4	-1	-1	-3	6
O=C(CN1C(=O)C2C3C=CC(C3)C2C1=O)NC1CCCc2ccccc21 (configuration not stated)	0.4	-2	9	13	-1	23	-2	3	-1
O=C(Nn1c(-c2ccc(F)cc2)nc2ccccc2c1=O)c1cccnc1	-1.0	-8	5	10	0	2	3	-6	1
Cc1nn(CC(=O)NC2(C)CCS(=O)(=O)C2)c(C)c1S(=O)(=O)N(C)C (configuration not stated)	-0.1	0	-2	-3	-4	4	-3	-8	2
O=C(NCc1ccco1)c1cccn2c(=O)c3c4c(sc3nc12)CCCC4	2.2	29	43	20	-5	-6	0	22	11
O=C(C(Cc1ccc(Cl)cc1)NS(=O)(=O)c1ccccc1)N1CC[C@@]2(O)CCCC[C@H]2C1 (some centres not stated)	-1.8	9	10	16	5	6	-1	-2	-3
COc1cccc2cc(C(=O)NCCc3c[nH]c4ccccc34)c(=O)oc12	-0.3	4	3	5	-2	-13	0	7	-1
COc1ccc(NC(=O)C2CC(c3cccc(Br)c3)=NO2)cc1OC (configuration not stated)	0.0	16	28	-4	-3	23	-3	-1	-2
CCC(C)(C)NC(=O)CN(C(=O)c1ccc(N2CCCC2)nc1)c1ccc(F)cc1	2.5	0	12	-10	-2	3	-5	1	3
Cc1ccc(C(C(=O)NCc2ccco2)N(C(=O)CNC(=O)c2cccs2)c2c(C)cccc2C)cc1 (configuration not stated)	4.6	0	-17	-1	0	52*	19	-8	-5
Cc1ccc2cc(C(c3nnnn3C(C)(C)C)N3CCCCCC3)c(=O)[nH]c2c1 (configuration not stated)	0.1	1	10	-4	2	9	-2	2	-6
COc1ccc(CNS(=O)(=O)c2ccc(F)c(C(=O)Nc3ccccc3OC)c2)cc1	1.5	4	3	-16	-3	8	-2	4	1
O=C(CSc1ncn[nH]1)Nc1nc(-c2ccccc2)cs1	1.2	-10	13	4	-1	-15	-1	-4	-7
CCc1ccc([C@@H]2CC=C(C(=O)O)[C@H](c3ccc(F)cc3)N2S(=O)(=O)c2ccc(C)cc2)cc1	-1.4	11	-5	11	-4	-2	0	-2	4
COc1ccccc1NC(=O)Cn1nnc(-c2ccccc2NC(=O)c2cnccn2)n1	2.2	16	-7	21	0	52*	3	18	4
COc1cccc(N/C=C/C(=O)c2ccc(OC)c(OC)c2)c1	7.4	0	21	16	4	6	6	11	0
CCOC(=O)NC(=O)c1cn(Nc2ccccc2C(F)(F)F)c(=O)[nH]c1=O	0.9	0	-13	5	-1	19	-2	3	0
Cc1ccc(S(=O)(=O)Nc2ccc3c4c(cccc24)CC3)c(C)c1	1.6	1	-1	-7	-4	71*	-2	2	-3
CCN(Cc1ccccc1)C(=O)c1cc2c(OC)c(OC)c(OC)cc2[nH]1	0.5	12	17	-11	-2	31	0	-2	8
Cc1ccc(OCc2n[nH]c(=S)n2-c2ccccc2)cc1	-1.4	-2	16	-2	-3	-9	3	-7	1
O=C(COC(=O)c1ccccc1O)Nc1cccc(S(=O)(=O)NC2=NCCCCC2)c1	-1.0	15	-16	-5	-8	11	-2	-5	-1
Cc1ccc2nc(NC(=O)C3CCCN(S(=O)(=O)c4cccc5nonc45)C3)sc2c1 (configuration not stated)	3.9	nt	-13	-20	-2	32	0	nt	nt
N#Cc1c(-c2ccc3c(c2)OCO3)cc[nH]c1=O	0.4	0	-6	13	-3	4	-1	2	7
O=C(C1=C(O)C(=O)N(c2ccccc2)C1c1ccc([N+](=O)[O-])cc1)c1cccs1 (configuration not stated)	-0.6	22	27	-13	-2	9	-2	3	10
CCCN1Cc2cccc(C(=O)N3CCN(c4ccc(F)cc4)CC3)c2C1=O	-0.3	-2	6	7	-4	31	-3	-3	0
CC1CCN(Cc2ccc(-c3nnn(CC(=O)Nc4ccccc4Cl)n3)cc2)CC1	0.7	8	6	8	-4	20	-2	6	10
O=C(NCc1ccc(F)cc1)c1cccc2c1C(=O)c1ccc(Cl)cc1S2(=O)=O	2.6	nt	-5	-25	8	-16	-1	nt	nt
CC(C)(C)C1CCC(C(=O)OCC(=O)N2CCN(C(=O)c3ccco3)CC2)CC1 (configuration not stated)	0.1	8	14	-35	-2	-30	0	2	4
CCCN(CCC)c1nc(NC2CCN(C(=O)OCC)CC2)nc(OC)n1	2.2	-2	32	1	0	0	-5	-3	6
CCOc1ccc(Oc2nc(N(CC)CC)nc(N3CCOCC3)n2)nn1	-2.6	-14	9	-27	-2	-4	0	6	1
Cc1nn(CCC#N)c(NC(=O)c2ccc(Cl)cc2Cl)c1P(=O)(Nc1ccc([N+](=O)[O-])cc1)N1CCOCC1 (configuration not stated)	0.7	15	6	27	-1	2	0	-5	1
O=c1[nH]c(C2CCN(S(=O)(=O)c3ccc(F)cc3)CC2)nc2c1nnn2Cc1ccc2c(c1)OCCO2	-0.8	3	11	-2	0	22	-4	20	-14
Cc1ccccc1C1c2[nH]c3ccccc3c2C[C@H]2C(=O)N(C3CCN(Cc4ccccc4)CC3)CC(=O)N12 (some centres not stated)	1.2	nt	2	6	-3	19	-2	21	5
CN(C)S(=O)(=O)NCc1ccc2c(c1)OCO2	-0.5	-4	-2	13	-1	2	1	3	-1
COC(=O)[C@]1(C)N[C@H](CN(C)C(=O)Nc2ccccc2)[C@@H]2C(=O)N(Cc3ccccc3)C(=O)[C@@H]21	1.3	-2	9	13	-2	-10	-1	-8	0
CCc1nnc(NC(=O)C2Cc3ccccc3CN2S(=O)(=O)c2cccs2)s1 (configuration not stated)	6.6	3	14	5	-2	3	3	-9	-10

A draw from above in order of heavy-atom count, ascending:
mol	CHOP UPR activ	CCR6 antagonist	tim23-1 inh	APJ antag	APJ ag	Mdm2-MdmX inh	UPR XBP1 act	EBI2 antag	CXCR6 block
CCCN(CCC)c1nc(NC2CCN(C(=O)OCC)CC2)nc(OC)n1	2.2	-2	32	1	0	0	-5	-3	6
CC(C)(C)C1CCC(C(=O)OCC(=O)N2CCN(C(=O)c3ccco3)CC2)CC1 (configuration not stated)	0.1	8	14	-35	-2	-30	0	2	4
Cc1ccc2nc(NC(=O)C3CCCN(S(=O)(=O)c4cccc5nonc45)C3)sc2c1 (configuration not stated)	3.9	nt	-13	-20	-2	32	0	nt	nt
COC(=O)[C@]1(C)N[C@H](CN(C)C(=O)Nc2ccccc2)[C@@H]2C(=O)N(Cc3ccccc3)C(=O)[C@@H]21	1.3	-2	9	13	-2	-10	-1	-8	0

Next part
mol	CHOP UPR activ	CCR6 antagonist	tim23-1 inh	APJ antag	APJ ag	Mdm2-MdmX inh	UPR XBP1 act	EBI2 antag	CXCR6 block
NC(=O)c1oc2ccc(Cl)cc2c1N	-0.2	-1	-1	4	-2	32	0	-2	-6
COc1nc(Cl)cn(-c2ccc(Cl)cc2)c1=O	1.2	8	13	11	-1	-15	-2	5	7
COc1ccccc1N1CCN(Cc2nc3ccccc3c(=O)n2CC(C)=O)CC1	-0.1	12	21	6	-3	-2	16	13	9
CC(/C=C/c1ccco1)=N/NC(=O)Cc1cccs1	5.7	-18	-7	10	-2	13	3	-4	-1

Taken from above:
CC(/C=C/c1ccco1)=N/NC(=O)Cc1cccs1 @ CHOP UPR activ: 5.7
NC(=O)c1oc2ccc(Cl)cc2c1N @ CCR6 antagonist: -1
